Compound activity: PubChem, several laboratories
DUSP3 inh: blocks human VHR1 dual specificity phosphatase. P51452. recombinant VHR phosphatase, pNPP absorbance. inhibition, % at 13.3 µM. 290,000 tested, 0.52% active. AID 1654; in the data active = inhibition above about 50%; also: some compounds called inactive have numbers as strong as hits
Target sequence (P51452 whole entry, looked up): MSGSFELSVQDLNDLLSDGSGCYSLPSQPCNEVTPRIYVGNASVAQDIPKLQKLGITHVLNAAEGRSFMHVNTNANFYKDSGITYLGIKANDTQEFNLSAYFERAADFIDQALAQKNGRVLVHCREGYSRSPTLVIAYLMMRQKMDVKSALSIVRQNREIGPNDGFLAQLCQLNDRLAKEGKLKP
TcdB inh: blocks C. difficile toxin B glycohydrolase activity. TcdB glycohydrolase enzymatic assay, plate reader. inhibition, % at 9.99 µM. 350,000 tested, 0.24% active. AID 652162; in the data active = inhibition above about 10%
BoNT A protease: BoNT A light chain protease inhibition | inhibition, % at 10 µM | AID 588499 | 360,000 tested, 0.17% active | multiplex microsphere protease substrate cleavage, flow cytometry; also: plate controls were buffer without enzyme for full effect and enzyme alone for no effect
SARS 3CLpro inh: SARS-CoV 3CLpro protease inhibition. inhibition, % at 6 µM. recombinant SARS-CoV 3CLpro, quenched FRET peptide cleavage. P0C6X7. 290,000 tested, 0.14% active; in the data active = inhibition above about 12%
Vc quorum ag: quorum light induction in luxS cqsA deficient V. cholerae. V. cholerae BH1578 lux reporter, luminescence, 6 h. activation, % at 18.7 µM. 350,000 tested, 0.16% active. AID 588436; in the data active = activation mostly above about 9.7%, no sharp cut-off; inconclusive = no clear call, values can overlap the other calls; inactive = mostly below about 3.7%; also: not every result past the cut was called active; inactives centre near 0; reference of the scale not given here
PfHsp40 yeast: compounds rescuing yeast from Plasmodium falciparum HSP40 toxicity; S. cerevisiae expressing PfHsp40, growth rescue, ATP luminescence; growth rescue, % at 12.5 µM; 340,000 tested, 0.68% active; in the data active = growth rescue above about 28%, passing the limit was not always enough; inconclusive = no clear call, values can overlap the other calls;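 also: yeast W303a lacking pdr1 and pdr3 grown in galactose medium; growth measured after three days at 30 °C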
PriA SSB inh: blocks PriA binding to SSB C-terminal tail. AlphaScreen SSBct-PriA binding, biotinylated peptide. inhibition, % at 33 µM. 430,000 tested, 0.6% active. AID 1272365; in the data active = inhibition mostly above about 37%, no sharp cut-off; inactive = mostly below about 20%;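 also: plate controls were negative control peptide for no effect and reference peptide for full effect; strong numbers were not always called active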
Anthrax LF prot: anthrax lethal factor protease inhibition; inhibition, % at 10 µM; multiplex microsphere protease cleavage assay, LF; P15917; 360,000 tested, 0.12% active; also: plate controls were buffer without enzyme for full effect and enzyme alone for no effect
Target sequence (P15917 whole entry, looked up): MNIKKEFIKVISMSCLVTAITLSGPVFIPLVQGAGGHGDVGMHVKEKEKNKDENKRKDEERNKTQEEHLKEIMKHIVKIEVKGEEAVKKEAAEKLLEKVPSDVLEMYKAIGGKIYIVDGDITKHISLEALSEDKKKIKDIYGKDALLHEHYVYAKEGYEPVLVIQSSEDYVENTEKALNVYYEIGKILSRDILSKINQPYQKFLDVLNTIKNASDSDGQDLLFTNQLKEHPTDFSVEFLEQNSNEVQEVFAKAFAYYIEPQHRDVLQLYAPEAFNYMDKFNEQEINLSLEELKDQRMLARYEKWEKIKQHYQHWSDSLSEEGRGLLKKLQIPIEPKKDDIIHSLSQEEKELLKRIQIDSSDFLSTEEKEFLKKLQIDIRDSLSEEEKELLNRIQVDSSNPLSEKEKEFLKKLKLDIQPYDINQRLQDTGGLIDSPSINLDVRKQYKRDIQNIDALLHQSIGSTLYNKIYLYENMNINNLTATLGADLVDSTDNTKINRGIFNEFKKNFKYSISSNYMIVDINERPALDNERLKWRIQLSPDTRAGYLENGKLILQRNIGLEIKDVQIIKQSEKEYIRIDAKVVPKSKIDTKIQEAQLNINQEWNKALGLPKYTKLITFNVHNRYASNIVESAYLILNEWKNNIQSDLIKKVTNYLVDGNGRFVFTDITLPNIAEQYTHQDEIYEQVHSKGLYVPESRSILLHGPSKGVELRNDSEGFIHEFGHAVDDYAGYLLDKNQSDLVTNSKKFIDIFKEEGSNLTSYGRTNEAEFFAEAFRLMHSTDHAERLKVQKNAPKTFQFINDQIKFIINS
Yp Topo-I inh: Y. pestis Topo-I inhibition via cleavage products; AID 504884; Y. pestis Topo-I cleavage product accumulation, plate reader; 360,000 tested, 0.064% active; activity, % at 10 µM; in the data active = activity above about 50%, passing the limit was not always enough; inconclusive = no clear call, values can overlap the other calls; also: inactives centre near 2
CCHF vOTU inh: CCHFV vOTU protease inhibition. 370,000 tested, 0.55% active. inhibition, % at 11.5 µM. Pep-AMC fluorescence; in the data active = inhibition above about 30%; also: 0% = vehicle wells with enzyme and 100% = no enzyme wells
The depositor's hits bear a star; i = inactive; ? = inconclusive; / = not tested or not shown; & = joins results of further samples. Rule as the data show it, unless noted: active = inhibition above about 30%; inconclusive = no clear call, values can overlap the other calls; inactive = below that. Not all compounds are listed, so the mix of outcomes need not match the whole.

SMILES | DUSP3 inh | TcdB inh | BoNT A protease | SARS 3CLpro inh | Vc quorum ag | PfHsp40 yeast | PriA SSB inh | Anthrax LF prot | Yp Topo-I inh | CCHF vOTU inh
COc1cc(C=NNc2ccccc2)ccc1OC(=O)c1ccccc1 | / | 1.9 | -1.0 | / | -0.3 | / | / | -6 | -10 | 3
CC(=O)c1ccccc1C(=O)N1CCC(CCC(=O)NCc2ccc(F)cc2)CC1 | / | 0.8 | 0.2 | / | -0.8 | / | / | -6 | 13 | -9
COc1ccc(S(=O)(=O)N2CCC(NC(=O)c3ccccc3)CC2)cc1 | 48 | -1.6 | 0.6 | -2 | -2.8 | -1.5 | -7 | 0 | 5 | 3
COCCNC(=O)C1CCCN(C(=O)c2cncc(Br)c2)CC1 (stereo unspecified) | / | -0.2 | 0.4 | / | i | / | / | 2 | 5 | -20
Cc1nn(-c2ccccc2)c(Cl)c1/C=N\NC(=O)c1cnccn1 | -11 | / | -0.1 | 0 | -0.2 | -0.5 | / | 2 | -3 | -4
CCN(CC(=O)NC(C)(C)C)C(=O)COc1c(Cl)cc(Cl)c2ccc(C)nc12 | -3 | 3.0 | -0.6 | 0 | -0.8 | 0.6 | 2 | 1 | 16 | -8
O=C(NNc1ncnc2c1cnn2-c1ccccc1)c1ccco1 | 8 | -0.1 | -0.6 | -4 | 1.1 | -1.0 | 3 | 1 | 4 | -14
S=C(NCCc1c[nH]c2ccccc12)NC1CCCCC1 | -1 | -1.3 | -0.4 | -2 | 0.0 | 0.4 | 8 | 5 | 0 | 7
COc1ccc(CN2C3CCCC2CC(NC(=O)Nc2ccccc2)C3)cc1 (stereo unspecified) | 26 | / | 0.1 | -3 | -0.2 | 1.1 | -7 | -5 | 3 | -4
COc1ccccc1CCC(=O)N1CCN(S(=O)(=O)c2cc(C(F)(F)F)ccc2Cl)CC1 | / | 0.8 | 0.2 | / | -0.7 | 1.6 | 1 | 2 | 4 | -1
Cc1cccc(C)c1-n1c(SCC(=O)N2CC(=O)Nc3ccccc32)nc2ccccc2c1=O | 3 | / | 0.5 | 2 | i | 1.7 | -2 | -2 | 22 | -5
CC(C)c1ccccc1NC(=O)CCCC(=O)O | 36 | / | 0.2 | 3 | i | -1.3 | -26 | -1 | -4 | 11
CCCc1cc(=O)oc2c(C)c(OCC(=O)Nc3ccccn3)ccc12 | 10 | 1.2 | -0.1 | 1 | i | -0.1 | -22 | 1 | -1 | 0
N=C1S/C(=C\c2ccc(-c3cccc(Cl)c3)o2)C(=O)N1c1nccs1 | 5 | 0.7 | 3.9 | 6 | -0.5 | -2.0 | 1 | 6 | -10 | -9
OCC[C@@H]1C[C@@H](O)[C@H](O)[C@@]2(Cc3ccccc3O2)O1 | 21 | 0.8 | 0.5 | -4 | 2.3 | -1.8 | -6 | -3 | 5 | 0
CCOC(=O)COc1c(Cl)cc(/C=C2\N=C(C)OC2=O)cc1OC | / | 0.2 | / | / | 1.6 | 1.2 | -4 | / | -1 | -1
COc1ccc(NS(=O)(=O)c2cccs2)cc1S(=O)(=O)N1CCOCC1 | 45 | 1.5 | 0.5 | -4 | -0.3 | 0.5 | -13 | 2 | -3 | 0
Cc1ccc(NC(=O)CCCN2C(=O)C(c3ccccc3)Oc3cccnc32)c(C)c1 (stereo unspecified) | / | 1.4 | -0.1 | / | 0.6 | / | / | -2 | 17 | -8
Cc1cc(C)cc(OCc2nnc(SCC(=O)OC(C)C)o2)c1 | 19 | / | 0.1 | 1 | -0.4 | 0.8 | -39 | -2 | 21 | 0
COC(CN(C)S(=O)(=O)c1cc2c3c(c1)CCN3C(=O)CC2)OC | -15 | 0.1 | 0.4 | 0 | -0.6 | -2.2 | -4 | -3 | -8 | 4
Cn1cccc1CN1CCC[C@]2(N[C@H](c3ccc(C(F)(F)F)cc3)[C@@H]3C(=O)N(Cc4ccccc4)C(=O)[C@@H]32)C1=O | / | -0.8 | 0.4 | / | i | / | / | -6 | -8 | 7
CCOC(=O)c1c(NC(=O)/C=C/c2ccc3c(c2)OCO3)sc(C)c1CC | 10 | / | 0.8 | -1 | -12 | -0.1 | -13 | 1 | 6 | -3
CC(=O)c1ccccn1 | / | 0.3 | 0.2 | / | -0.5 | 2.2 | 0 | -5 | 2 | 4
COc1cccc(C2=NOC(C(=O)Nc3cc(C)on3)C2)c1 (stereo unspecified) | 4 | -0.2 | -1.1 | 5 | -0.4 | 0.6 | -2 | 3 | 6 | 18
Cc1ccc(C)c(N(CC(=O)NC2CCCC2)C(=O)CCCC(=O)Nc2ccccn2)c1 | -10 | / | 0.3 | -3 | i | -1.5 | 0 | 0 | 16 | -7
C=C[C@H](Cc1ccccc1)N(Cc1ccccc1)S(=O)(=O)N(Cc1ccccc1)[C@H](C=C)Cc1ccccc1 | / | 0.5 | -0.4 | / | 0.8 | -0.7 | -12 | -4 | 2 | -11
CC(=O)OC1C(O)C(C)OC(OC2C(OC(=O)C3CCC4C(C3)OC3(CC(OC(=O)/C=C/c5ccccc5)C(C)CO3)C43CO3)OC(C)C(O)C2OC(C)=O)C1O (stereo unspecified) | / | 0.2 | -0.1 | / | i | 3.4 | -9 | -3 | 27 | -1
COc1ccc(-c2ccc3nnc(SCC(=O)N4CCCC4)n3n2)cc1 | / | -1.7 | -1.6 | / | i | 1.7 | 5 | -4 | 7 | -22
COc1ccc(Br)cc1CN(C)C(=O)c1cnc(C)cn1 | / | 0.6 | -10 | 2 | i | -2.5 | -5 | -13 | -3 | -3
O=C(Cc1sc(-c2ccccc2)nc1-c1ccccc1)Nc1ccccc1 | 24 | / | -0.2 | -7 | / | -0.4 | -27 | -4 | 0 | 5
CC1CC(=O)c2cnc(Nc3ccccc3)nc2C1 (stereo unspecified) | 4 | 3.3 | 2.7 | 0 | -0.4 | -0.8 | -19 | 0 | -1 | 19
CCOC(=O)c1cnc2cc(-c3ccc(C)cc3)nn2c1C | / | 0.2 | 0.2 | / | i | / | / | -1 | -2 | 30*
NC(=O)c1ccc(Cl)c2ccccc12 | 23 | -1.5 | -3.4 | 1 | -0.4 | -0.1 | 1 | -20 | 9 | 3
COc1ccc(NC(=O)c2cc(S(=O)(=O)N3CCCC3)ccc2C)cn1 | / | 0.9 | 12 | / | i | 9.1 | 4 | 45* | 7 | 0
Cc1ccc(C(=O)OCC(=O)N2CCCc3ccccc32)cc1C | / | 1.7 | 4.5 | / | -14 | 2.8 | 6 | 2 | 34 | 7
CCOC(=O)C1=NN(c2ccccc2)C2(S1)SC(C(C)=O)=C(C)N2c1ccccc1 (stereo unspecified) | -6 | / | -0.1 | 6 | -0.3 | 0.1 | -1 | 4 | 7 | -4
COc1ccc(S(=O)(=O)Nc2cccc3c2O[C@H](CN(C)C(=O)Nc2c(C)noc2C)[C@@H](C)CN([C@H](C)CO)C3=O)cc1 | / | 0.1&0.2 | 0.0 | / | i | -1.0 | -34 | -4 | 3 | -19
Cc1ccc(C)c(-c2cc(C(=O)Nc3cccc(C(=O)O)c3)c3ccccc3n2)c1 | 15 | 3.3 | -1.3 | 5 | 0.0 | 2.9 | 5 | 2 | 11 | 27
O=c1cc(CN(Cc2ccccc2)Cc2ccccc2)c2c(ccc3ccccc32)o1 | / | 0.0 | 2.2 | / | / | / | / | 5 | / | 2
Cc1nn(-c2c(Cl)cc(Cl)cc2Cl)c(=O)c2ccccc12 | -2 | / | 0.1 | 2 | 0.5 | -0.6 | -1 | 0 | -1 | -9
CC(=O)Nc1ccc(-n2cc(-c3ccccc3)[nH]c2=S)cc1 | 17 | 4.5 | -0.3 | 2 | -0.2 | -1.7 | 2 | -3 | 0 | -4
CC(C)(O)CC[C@@H](O)[C@](C)(O)C1CC[C@@]2(O)C3=CC(=O)[C@]4(O)C[C@@H](O)[C@@H](O)C[C@]4(C)C3CC[C@]12C (stereo partly specified) | / | -0.2 | 0.2 | / | i | -1.1 | / | 0 | -8 | -5
CC1Oc2ccccc2N(CC(=O)NCCN2CCOCC2)C1=O (stereo unspecified) | 11 | / | -1.7 | -1 | -0.5 | -1.9 | -1 | -2 | 3 | /
Cc1cccnc1NC(=O)CNC(=O)COc1ccccc1 | / | -0.1 | 2.1 | / | i | -0.9 | -1 | -2 | 0 | -1
Cc1ccc(-c2c(C(=O)N/N=C/c3cccc(Cl)c3)nnn2-c2nonc2N)cc1 | 4 | -2.2 | -0.1 | 7 | i | 0.1 | / | 1 | 6 | 8
O=C(/C=C/c1ccccc1Cl)N(Cc1cccs1)C1CCS(=O)(=O)C1 (stereo unspecified) | 4 | 0.4 | / | 2 | i | 0.8 | 1 | / | 2 | 1
N#C/C(=C/c1ccc(F)cc1)c1nnc(NC(=O)c2ccccc2)s1 | -19 | 1.1 | -0.3 | 5 | -3.3 | 0.2 | -4 | -1 | 2 | -9
COC(=O)[C@]1(Cc2ccccc2)N[C@H](CN(C)S(=O)(=O)c2ccc(OC(F)(F)F)cc2)[C@@H]2C(=O)N(Cc3ccccc3)C(=O)[C@@H]21 | / | 2.6 | -0.3 | / | i | -1.4 | -13 | -2 | -4 | 3
CCCNC(=O)CC(NS(=O)(=O)c1ccc(OC)cc1)c1ccco1 (stereo unspecified) | 3 | -0.8 | -0.3 | 2 | -1.6 | -0.8 | 6 | 0 | -1 | -8
CSc1ccccc1C(=O)OCC(=O)Nc1cccnc1Cl | / | 0.7 | 0.1 | / | i | -0.8 | -12 | -3 | -5 | 7
COC(=O)C1(F)C(=O)NC(=O)NC1O (stereo unspecified) | / | 1.0 | 0.3 | / | / | / | / | 3 | / | 14
Nc1ccc(-c2ncc(-c3ccccc3)o2)cc1 | 30 | -0.9 | 1.4 | -2 | -0.2 | 0.2 | 22 | -2 | -4 | -351
Cc1onc(-c2ccccc2)c1CNC(=O)Nc1ccccc1 | -14 | -4.9 | ? | 3 | 0.7 | -1.3 | -5 | -2 | -17 | 5
O=C(NCC(O)c1ccc([N+](=O)[O-])cc1)Nc1ccccc1 (stereo unspecified) | 2 | 1.3 | 2.4 | -3 | -18 | 1.1 | -1 | -23 | -9 | 10
CCOc1cc(CN2CCN(S(=O)(=O)Cc3ccccc3)CC2)ccc1OC | 20 | 1.1 | 2.6 | 0 | -2.3 | 1.6 | -10 | 4 | 11 | -5
C=CCO/N=C(/CCC)C1=C(N)CC(C)(C)CC1=O | 14 | 1.3 | -0.2 | 4 | -0.2 | -1.6 | / | -1 | 7 | -4
Cn1nnc(NC(=O)C(c2ccccc2)c2ccccc2)n1 | 8 | / | 3.2 | -4 | i | 0.2 | -8 | -4 | 10 | 20
COc1cc(/C=N/NC(=O)c2cc(-c3ccccc3)nc3ccccc23)ccc1O | -6 | 0.6 | 0.1 | 0 | -10 | 0.6 | / | -10 | -2 | 3
CC(C)(C)Nc1nc(OCC#N)nc(N2CCCCC2)n1 | 25 | 1.2 | -0.3 | 6 | -2.5 | -1.0 | 6 | 2 | 1 | 10
CC(C)CC(NC(=O)C1CCC(C)CC1)C(=O)NCc1cccnc1 (stereo unspecified) | 22 | / | 0.4 | 1 | -0.4 | 10 | -28 | -9 | 1 | -20

Part of the list above, set out differently.
Values run as follows: DUSP3 inh	TcdB inh	BoNT A protease	SARS 3CLpro inh	Vc quorum ag	PfHsp40 yeast	PriA SSB inh	Anthrax LF prot	Yp Topo-I inh	CCHF vOTU inh
C=CCO/N=C(/CCC)C1=C(N)CC(C)(C)CC1=O
  14	1.3	-0.2	4	-0.2	-1.6	/	-1	7	-4
O=C(/C=C/c1ccccc1Cl)N(Cc1cccs1)C1CCS(=O)(=O)C1 (stereo unspecified)
  4	0.4	/	2	i	0.8	1	/	2	1
Cc1cccnc1NC(=O)CNC(=O)COc1ccccc1
  /	-0.1	2.1	/	i	-0.9	-1	-2	0	-1
